Assay outcomes: PubChem BioAssay, several laboratories
NCOA1 inh: human NCOA1 inhibition | AID 588354 | hit rate 0.12% among 360,000 | HEK293 GAL4-SRC1 luciferase reporter, luminescence | inhibition, % at 3.6 µM;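 active = inhibition above the campaign mean plus 3 SD, with each screening campaign given its own cutoff, cut at about 60% in these data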;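 also: 0% = DMSO treated cells and 100% = gossypol at 36 µM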
Target sequence (Q15788 whole entry, looked up, the tested form may be a part): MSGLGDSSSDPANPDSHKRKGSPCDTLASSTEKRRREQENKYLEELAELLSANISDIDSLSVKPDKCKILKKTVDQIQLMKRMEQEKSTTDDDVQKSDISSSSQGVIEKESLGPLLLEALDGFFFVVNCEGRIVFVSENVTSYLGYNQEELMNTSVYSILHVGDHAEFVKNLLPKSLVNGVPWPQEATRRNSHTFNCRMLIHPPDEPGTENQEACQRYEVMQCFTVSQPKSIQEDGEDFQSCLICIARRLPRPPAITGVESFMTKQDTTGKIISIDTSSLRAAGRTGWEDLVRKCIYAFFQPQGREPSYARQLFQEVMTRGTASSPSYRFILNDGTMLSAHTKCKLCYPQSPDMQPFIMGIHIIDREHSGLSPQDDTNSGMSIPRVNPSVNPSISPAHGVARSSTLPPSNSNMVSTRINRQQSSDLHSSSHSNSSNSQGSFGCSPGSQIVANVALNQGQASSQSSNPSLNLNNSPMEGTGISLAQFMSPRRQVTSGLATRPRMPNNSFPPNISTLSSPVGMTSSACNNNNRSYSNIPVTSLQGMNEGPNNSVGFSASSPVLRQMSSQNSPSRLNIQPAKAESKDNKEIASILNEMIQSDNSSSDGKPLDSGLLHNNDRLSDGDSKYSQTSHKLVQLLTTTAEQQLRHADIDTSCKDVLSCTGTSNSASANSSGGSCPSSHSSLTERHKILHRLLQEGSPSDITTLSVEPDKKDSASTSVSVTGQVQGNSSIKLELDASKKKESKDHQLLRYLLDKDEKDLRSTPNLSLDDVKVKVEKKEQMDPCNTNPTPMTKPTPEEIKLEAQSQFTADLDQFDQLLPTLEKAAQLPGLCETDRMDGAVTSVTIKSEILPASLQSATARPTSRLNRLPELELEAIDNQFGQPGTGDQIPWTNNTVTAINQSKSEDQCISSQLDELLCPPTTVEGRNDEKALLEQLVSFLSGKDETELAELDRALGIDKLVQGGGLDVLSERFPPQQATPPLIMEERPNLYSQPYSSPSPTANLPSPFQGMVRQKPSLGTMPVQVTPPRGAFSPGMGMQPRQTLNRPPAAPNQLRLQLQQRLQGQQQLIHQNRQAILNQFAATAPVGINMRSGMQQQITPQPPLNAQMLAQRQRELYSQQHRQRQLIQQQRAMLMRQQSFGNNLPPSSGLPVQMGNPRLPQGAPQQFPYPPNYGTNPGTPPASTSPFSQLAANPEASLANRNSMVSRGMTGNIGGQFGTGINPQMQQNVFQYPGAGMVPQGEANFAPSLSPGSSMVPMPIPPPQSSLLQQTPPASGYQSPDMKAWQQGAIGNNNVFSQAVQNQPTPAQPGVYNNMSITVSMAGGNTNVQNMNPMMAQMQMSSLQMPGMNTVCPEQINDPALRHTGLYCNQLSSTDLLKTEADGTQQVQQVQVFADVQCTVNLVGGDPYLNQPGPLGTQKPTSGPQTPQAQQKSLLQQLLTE
ABHD5-PLIN5 inh: blocks binding of human ABHD5 to perilipin-5. Q00G26+Q8WTS1. Split G. princeps luciferase complementation, luminescence, 4 h. inhibition, % at 4 µM. hit rate 0.78% among 360,000. AID 602281;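 active = inhibition above the mean inhibition across every tested compound plus 3 SD, cut at about 22% in these data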;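 also: 0% = DMSO only wells and the 100% control is not disclosed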
TLR9-MyD88 block: inhibitors of human TLR9-MyD88 binding; Q9NR96+Q99836; CHO BLA complementation TLR9-MyD88, CCF4 FRET ratio; inhibition, % at 4.98 µM; hit rate 0.21% among 340,000;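 active = inhibition above the mean over all tested compounds plus 3 SD, cut at about 21% in these data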;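 also: 0% = DMSO only wells and 100% = clavulanate BLA inhibitor control wells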
NR5A2 inv ag: NR5A2 inverse agonism in reporter assay; O00482; HEK293T StAR-luciferase reporter, LRH-1 transfected, 24 h; hit rate 0.13% among 360,000; inhibition, % at 3.6 µM;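 active = inhibition above the mean inhibition of all tested compounds plus 3 SD, cut at about 73% in these data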;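 also: 0% = DMSO wells and 100% = reporter-only cells lacking LRH-1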
NOD2-RIPK2 inh: inhibitors of human NOD2-RIPK2 interaction; inhibition, % at 4.98 µM; hit rate 0.38% among 360,000; O43353; AID 624267; CHO BLA complementation NOD2-RIPK2, CCF4 ratio; in the data active = inhibition above about 21%;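 also: 0% = vehicle only and 100% = reference blocker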
TWEAK Fn14 block: inhibitors of TWEAK-Fn14 interaction signaling. AID 1159606. hit rate 2% among 360,000. TWEAK-stimulated Fn14 reporter cells, luciferase luminescence, 8 h. inhibition, % at 10 µM; in the data active = inhibition above about 50%
Exocytosis inh: lytic granule exocytosis inhibition. TALL-104 LAMP-1 surface exposure, flow cytometry; cells stimulated with thapsigargin and PMA. inhibition, % at 10 µM. hit rate 0.66% among 360,000;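 active = inhibition above about 55%, limit read from the data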
COUP-TFII inh: inhibitors of human COUP-TFII (NR2F2). AID 686940. P24468. inhibition, % at 8.6 µM. hit rate 0.7% among 370,000. HEK293T NGFI-A luciferase reporter, luminescence;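 active = inhibition above a per-plate cutoff, mean inhibition of test wells between control levels plus 3 SD, cut at about 38% in these data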;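 also: cells cotransfected with COUP-TFII expression vector driving the NGFI-A reporter; 0% = median of COUP-TF2 test wells and 100% = reporter-only cells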
TROY signal inh: inhibitors of TROY-dependent NF-kB signaling; inhibition, % at 10 µM; Q293 LMP1-TROYcd NF-kB luciferase reporter, 4 h; hit rate 0.98% among 360,000;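 active = compounds whose plate-normalised and pattern-corrected inhibition of the luciferase reporter signal at the single screening dose is 50% or more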
NCOA2 inhibitor: human SRC2 (NCOA2) inhibition; Q15596; HEK293 GAL4-SRC2 luciferase reporter, luminescence; inhibition, % at 9 µM; hit rate 0.17% among 370,000;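 active = inhibition above the mean inhibition of all tested compounds plus 3 SD, set per campaign, cut at about 52% in these data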;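 also: 0% = DMSO treated cells and 100% = cells given Gossypol at 36 µM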
SRC3 inh: inhibitors of human steroid receptor coactivator 3 (SRC3). Q9Y6Q9. HEK293 GAL4-SRC3 luciferase reporter, luminescence. inhibition, % at 3.6 µM. hit rate 0.17% among 360,000. AID 588352;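 active = inhibition above a per-campaign cutoff, the mean of all compounds plus 3 SD, cut at about 60% in these data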;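 also: 0% = DMSO-treated cells and 100% = gossypol-treated cells at 36 µM; higher means less SRC3-driven luciferase light from the GAL4 reporter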
The depositor's hits bear a star; · = not tested or not shown.

SMILES	NCOA1 inh	ABHD5-PLIN5 inh	TLR9-MyD88 block	NR5A2 inv ag	NOD2-RIPK2 inh	TWEAK Fn14 block	Exocytosis inh	COUP-TFII inh	TROY signal inh	NCOA2 inhibitor	SRC3 inh
O=C(C1=C[C@@H](c2ccccc2)C[C@@H](OCc2ccc(CO)cc2)O1)N1CCN(Cc2ccc3c(c2)OCO3)CC1	9	10	-6	50	5	10	25	8	15	9	-15
COCCN(Cc1ccc(C)cc1)C(=O)[C@H]1O[C@@H](n2ccc(=O)[nH]c2=O)[C@H](O)[C@@H]1O	2	-3	·	-10	-7	-6	-1	-19	-5	-7	8
Cc1cc(=O)oc2c(CN3CCOCC3)c(O)ccc12	1	-1	-3	29	-4	-1	-2	4	12	25	11
CCC(CO)n1cnnc1-c1ccncc1 (stereo unspecified)	8	2	-1	5	-7	0	-3	5	-7	-21	4
COCCCC1CCN(C(=O)C2CCC(=O)N(CCc3ccccc3)C2)CC1 (stereo unspecified)	-18	-6	2	-18	1	-22	0	-29	-45	-30	-28
O=C(CCn1ccnc1)Nc1ccc2ccccc2c1	-7	-2	4	-2	1	2	3	8	-2	-26	8
Cn1c(CCc2nc3ccccc3[nH]2)n[nH]c1=S	-4	1	-4	9	0	3	-4	12	4	18	3
CCCCN(C)C(=O)CCC(=O)Nc1ccc2nc(N3CCN(C)CC3)cc(C)c2c1	11	1	3	2	-13	-6	6	-2	-4	2	10
Nc1[nH]n(-c2ccccc2)c(=O)c1N=Nc1ccccc1	-93	1	-2	-116	6	-15	-5	-14	-47	-6	-99
CC1CC(C)CN(CCCNC(=O)CN2C(=O)COc3ccc(S(=O)(=O)N4CCOCC4)cc32)C1 (stereo unspecified)	9	0	6	8	4	-6	-2	-19	-4	3	5
CC(=O)Nc1ccc(NC(=O)CN2C(=O)COc3ccc(S(=O)(=O)N4CCCCC4)cc32)cc1	6	0	4	-17	5	21	4	-1	-1	3	7
COc1cccc(NC(=O)CN(C)C(=O)c2cccc(S(=O)(=O)Nc3ccccc3OC)c2)c1	5	5	-7	7	-9	3	-5	-23	-4	1	5
COc1ccc(CNC(=O)COC(=O)c2cccn2C)cc1	7	11	-1	-4	-11	-12	0	-32	-26	-52	-11
O=C(COC(=O)CN1C(=O)C2CCCCC2C1=O)NC1CCS(=O)(=O)C1 (stereo unspecified)	0	-1	-3	-10	2	-1	4	9	16	-1	18
N#CCCN(Cc1cccs1)C(=O)Nc1ccccc1	-12	-6	-4	5	-4	-12	2	21	-1	5	10
CCCCCCCCCCCC(=O)NC(C(=O)OCC)C(O)c1cccc([N+](=O)[O-])c1 (stereo unspecified)	-19	2	2	-2	-2	25	3	5	19	-14	18
CC1(C(=O)NCc2ccc(Cl)cc2)CCN1C(=O)c1cccc(F)c1 (stereo unspecified)	-4	9	·	-3	-7	-4	0	13	2	-5	-12
CCOc1ccc(N=Cc2c(O)n(-c3cccc(C)n3)c(=O)c3ccccc23)cc1	-15	-1	0	-6	4	14	-1	8	3	-15	-3
CCOC(=O)c1c(-c2cccc([N+](=O)[O-])c2)csc1NC(=O)C1CCCCC1	-6	-5	6	-3	3	0	1	6	18	-8	21
O=C(NCc1ccccc1)c1cc[n+](Cc2ccccc2)cc1	4	5	2	1	-27	-5	-1	5	-15	-4	18
CCc1ccc(-c2nc(CS(=O)CC(=O)NC3CC3)c(C)o2)cc1 (stereo unspecified)	-19	2	2	2	7	-10	0	-1	-6	-7	-16
CCOc1ccc(C(=O)Nc2ccc(NC(=O)c3ccccc3)cc2)cc1Br	6	-7	9	17	3	-15	2	15	-8	-7	3
CC(=O)c1ccc(OCC(O)CN(C)CCOc2ccc(Br)cc2)cc1 (stereo unspecified)	-20	14	-5	24	3	46	8	18	43	-6	17
CC(C)(C)NC(=O)c1cccc(NC(=O)c2ccc(NC(=O)c3ccco3)cc2)c1	10	-14	2	6	-6	11	6	7	6	-7	-4
COc1ccc(OCc2csc(N)n2)cc1	-67	2	6	-29	1	-22	-2	-16	-38	-16	-78

Brought forward from above: two compounds; new compounds follow.
SMILES	NCOA1 inh	ABHD5-PLIN5 inh	TLR9-MyD88 block	NR5A2 inv ag	NOD2-RIPK2 inh	TWEAK Fn14 block	Exocytosis inh	COUP-TFII inh	TROY signal inh	NCOA2 inhibitor	SRC3 inh
CC(C)(C)NC(=O)c1cccc(NC(=O)c2ccc(NC(=O)c3ccco3)cc2)c1	10	-14	2	6	-6	11	6	7	6	-7	-4
COc1ccc(OCc2csc(N)n2)cc1	-67	2	6	-29	1	-22	-2	-16	-38	-16	-78
Cc1nn2c(NC(C)C)c3c(nc2c1-c1ccccc1)CCC3	-3	-7	-11	31	-9	-4	-6	20	10	13	18
CC(C)(C)OC(=O)N1CCC(C(=O)NCC2CCCO2)CC1 (stereo unspecified)	3	-2	-6	19	-8	5	-6	-9	-5	0	-3
O=C(CSc1nnc2c(Cl)cc(Cl)cn12)N1CCN(c2ccc(F)cc2)CC1	-2	-2	-3	-8	-12	9	-3	-2	-3	-15	4
O=C(CCl)Nc1ccc(-c2ccccc2)cc1	-8	-1	1	30	-3	32	4	-1	-42	50	16
CC(C)[n+]1ccn(C2=C([O-])c3ccccc3C(=O)/C2=N\S(=O)(=O)c2ccccc2)c1	4	-7	-10	30	-13	12	8	6	-4	-16	8
CC(C)N1CCc2c(sc(NC(=O)CCc3ccccc3)c2C(N)=O)C1	-18	-3	-3	-6	4	-5	-4	3	-1	-10	10
CCOC(=O)N1CCN(C(=O)CN(c2ccc(Oc3ccccc3)cc2)S(C)(=O)=O)CC1	-2	3	-2	-10	-2	4	-1	11	5	-7	-4
CC(C)CC(c1nnnn1CCc1ccccc1)N1CCN(C(=O)c2ccco2)CC1 (stereo unspecified)	1	0	4	-15	0	-4	-1	9	-9	5	-24
O=C(C1=C[C@H](c2ccc3c(c2)OCO3)C[C@H](OCc2ccc(CO)cc2)O1)N1CCCCCCC1	-3	-2	-2	1	-11	-11	8	-5	-3	-13	-14
O=S1(=O)CC(N2CC=CC2)CN1Cc1cn(Cc2cccc(Cl)c2)nn1 (stereo unspecified)	·	5	·	-9	-12	-7	3	-4	-14	12	·
COCCCNC(=S)NCCNc1nc2cc(C)c(C)cc2cc1C#N	6	4	-1	-11	-8	-9	-1	4	-37	-18	-10
O=C(O)COCC(=O)N1CCN(c2cc(C(F)(F)F)nc3ccccc23)CC1	13	9	3	8	-4	0	2	-2	6	-9	6
CC(=O)c1ccc(C(=O)N2CCC(n3nccc3NC(=O)C3CC3)CC2)cc1	-16	0	4	-14	-4	-9	-2	-11	7	-4	-5
COC1(OC)C(/C=C/c2ccc(C)cc2)C(C#N)(C#N)C1(OC)OC (stereo unspecified)	-22	22*	0	-1	0	27	-1	-10	-20	14	-10
Cc1cc2c(cc1C)C(c1ccccc1F)CC(=O)N2 (stereo unspecified)	6	2	0	-1	1	14	-1	-9	-9	-19	5
CCOC(=O)C(=CNc1ccc(-c2ccco2)c(Cl)c1)C(=O)OCC	1	0	11	14	-3	3	-1	17	10	-9	8
CC(C)CC(=O)Nc1cccc(C(=O)Nc2ccccc2C(=O)O)c1	13	-3	0	1	-4	23	-3	-8	15	2	16
c1cc2c(cc1Nc1nc(-c3ccc4c(c3)OCO4)cs1)OCCO2	-41	-6	9	-27	-2	56*	0	-6	44	-43	-46
CCCc1c(C(=O)N/N=C/c2ccc(C)s2)nnn1-c1nonc1N	0	-1	1	-7	-4	-24	-3	15	-15	0	-1
Fc1ccc(N2CCN(C(c3cccs3)c3nnnn3CCc3ccccc3)CC2)cc1 (stereo unspecified)	5	-1	-9	-14	3	27	6	6	24	5	3
CCOc1cccc2cc(C(=O)NCc3ccccc3)c(=N)oc12	3	-2	-6	3	0	34	-17	·	-11	·	-15
Cc1ccc(Nc2nnc(SCC(=O)NCCN3C(=O)CSC3=O)s2)cc1	-8	-3	5	-7	-7	-21	-13	-25	-27	-29	-17
O=C(NCCCCc1ccccc1)C1CC(c2cc(C(F)(F)F)cc(C(F)(F)F)c2)=NO1 (stereo unspecified)	-2	-3	2	-3	9	-4	-8	21	-7	16	-10
Cn1ncc(Br)c1C(=O)NCc1cccs1	1	-1	-1	1	-2	12	-3	4	-3	-5	21
COc1ccc(OC)c(NC(=O)Cn2cccc2)c1	4	2	-1	-7	-2	-13	-3	·	1	·	8

The results go on:
SMILES	NCOA1 inh	ABHD5-PLIN5 inh	TLR9-MyD88 block	NR5A2 inv ag	NOD2-RIPK2 inh	TWEAK Fn14 block	Exocytosis inh	COUP-TFII inh	TROY signal inh	NCOA2 inhibitor	SRC3 inh
Cc1cccc(C(=O)NCC(=O)OCc2cc(=O)n3ccsc3n2)c1	-4	0	2	-14	-2	0	-3	16	-21	20	-4
O=C(COC(=O)c1ccccc1O)Nc1ccc2ccccc2c1	-6	-3	-6	-18	0	-16	-9	-7	-39	-15	-11
O=C(NCc1ccc(Cl)cc1)C(=O)NCC1OCCN1C(=O)c1ccc(Cl)cc1 (stereo unspecified)	-32	2	-5	1	0	-4	-1	8	11	2	5
O=C(COC(=O)CCc1ccccc1)NC(c1ccccc1)c1ccccc1	12	12	0	3	6	17	-5	16	-10	25	21
CC(=O)Nc1ccc(NC(=O)C(C)n2nc(C)c([N+](=O)[O-])c2C)cc1 (stereo unspecified)	-44	-9	-5	5	0	-2	-3	4	4	-36	5
CCC1CCCCN1C(=O)c1c(-c2ccccc2)noc1C (stereo unspecified)	-8	2	2	6	-9	9	1	19	10	19	-1
COc1cc2c(cc1NC(=O)c1ccco1)CCCC2	-60	-2	15	-61	11	-27	6	-28	-34	-45	-55
Cc1cc(C)n(-c2ncc(C#N)cn2)n1	-22	3	0	-1	0	-12	2	-2	9	-6	0
COc1ccc(C(=O)Nc2cccc(S(C)(=O)=O)c2)cc1	3	1	-7	1	-4	-14	-2	11	-4	-30	-2
Cc1cc(C)cc(OCC(=O)OCC(=O)NCCC2=CCCCC2)c1	13	16	4	2	7	9	-2	-13	-3	6	17
CCOc1cccc2cc(C(=O)NCc3cccnc3)c(=O)oc12	2	0	2	-13	4	-23	-3	-5	-28	18	-4
CN(C)c1ccnc(Oc2ccc(C(C)(C)C)cc2)c1C#N	-55	0	-1	-52	-4	-5	1	-16	-66	-42	-32
Cc1ncc([N+](=O)[O-])n1S(=O)(=O)c1cc(Br)ccc1Br	4	9	2	4	6	5	-8	-16	13	8	7
CCCOc1ccc(Cn2c(=O)oc3ccc(C)cc32)cc1OC	-46	5	-8	7	-15	1	1	12	-18	17	1
Cc1ccc(NC(=O)c2cc(=O)c3ccccc3o2)c(C)c1	-9	-7	3	-82	3	-17	3	-15	-36	-56	-29
O=[N+]([O-])c1ccc(C(S(=O)(=O)Cc2ccccc2)S(=O)(=O)Cc2ccccc2)cc1	1	2	3	2	0	15	1	-20	0	13	12
CCOC(=O)N1C2CCC(C2)N1C(=O)OCC	4	1	-3	-2	7	5	-2	-2	13	-9	-17
COc1ccc(S(=O)(=O)N(C)CC(=O)Nc2ccc(C)cc2)cc1OC	7	-3	-3	6	-1	-16	3	-24	-2	-9	2
CCOC(=O)c1[nH]c(C)c(/C=N/O)c1C	9	5	-17	4	-1	-1	-6	-7	-25	4	18
CCN(C[C@H]1N[C@@](CC)(C(=O)OC)[C@H]2C(=O)N(C)C(=O)[C@@H]12)C(=O)Nc1ccccc1	-7	-1	-4	13	1	1	-2	8	3	0	-24

The list is partial; count on the stated rates, not on these rows.
